JNK3 inh – inhibitors of human JNK3 kinase; P53779; purified JNK3 kinase activity, HTS; inhibition, % at 8 µM; 60,000 tested, 0.61% active; AID 746; in the data active = inhibition above about 17%;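 note: 0% = DMSO and 100% = reference inhibitor; many of its hits are not listed in these tables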
A340 absorber – absorbance at 340 nm. AID 708. fold change at 10 µM. compound absorbance at 340 nm, fold over control. 65,000 tested, under 10 active;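 active = at 10 µM dose, initial 340 nm absorbance at least 2 fold that of control wells; inactive = change under 2 fold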;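 note: initial absorbance extrapolated from kinetic A340 decline of NADH oxidation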
FXIa inh mix – blocks human factor XIa in pooled compound mixtures. purified FXIa, fluorogenic substrate. P03951. 62,000 tested, 0.19% active. AID 680. inhibition, % at 5 µM;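 note: each value is inhibition by a whole ten-compound pool holding the compound; 0% = enzyme with no mixture and 100% = wells lacking enzyme; strong numbers were not always called active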
Target sequence (P03951 19-387 limits assumed): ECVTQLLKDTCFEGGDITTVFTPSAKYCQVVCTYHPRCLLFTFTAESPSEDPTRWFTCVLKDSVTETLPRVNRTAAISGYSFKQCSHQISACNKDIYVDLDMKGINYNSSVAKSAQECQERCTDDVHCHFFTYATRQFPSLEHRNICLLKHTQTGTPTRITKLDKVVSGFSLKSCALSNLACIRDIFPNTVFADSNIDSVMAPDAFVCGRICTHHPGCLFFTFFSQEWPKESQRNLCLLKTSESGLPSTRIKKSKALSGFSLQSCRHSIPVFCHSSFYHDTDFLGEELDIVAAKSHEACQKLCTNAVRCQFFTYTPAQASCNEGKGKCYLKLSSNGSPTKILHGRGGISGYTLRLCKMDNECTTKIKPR
Target sequence (P03951 388-625 limits assumed): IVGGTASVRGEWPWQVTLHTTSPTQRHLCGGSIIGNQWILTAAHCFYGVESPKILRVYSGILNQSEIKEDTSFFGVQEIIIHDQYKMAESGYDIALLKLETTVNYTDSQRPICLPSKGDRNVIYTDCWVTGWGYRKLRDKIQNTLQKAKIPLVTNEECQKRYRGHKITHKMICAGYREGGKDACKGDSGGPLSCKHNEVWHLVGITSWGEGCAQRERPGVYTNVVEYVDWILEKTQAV
MMP13 inh – inhibitors of human MMP13; P45452; MMP-13 fTHP FRET cleavage, Mca fluorescence; inhibition, % at 4 µM; 65,000 tested, 0.07% active;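 active = inhibition above the mean of compound-free control plate wells plus 3 SD, cut at about 14% in these data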;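 note: 0% = DMSO wells and 100% = wells with reference MMP-13 inhibitor after basal subtraction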
AP complement – orthogonal test for alternative complement pathway inhibitors. 62,000 tested, 0.08% active. inhibition, % at 5 µM. Human serum alternative complement pathway, LPS-coated ELISA, C3 deposition; tested in compound mixtures;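 active = inhibition above 30% in each of the two pooled mixtures holding the compound, so the lower value exceeds 30%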;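 note: 0% = serum in Mg-EGTA without compound and 100% = EDTA serum blank; some compounds past the cut are filed as inactive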
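Assay system: Human serum alternative complement pathway, C3 deposition on LPS-coated wells | Incubation: 1 h serum-compound exposure at 37 °C | Doses: 5 µM per compound in ten-compound mixtures | Read-out: Percent inhibition | Technique: ELISA with HRP anti-human C3 antibody, TMB substrate, absorbance 450 nm | Replication: Two pool placements per compound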
Cdc25B inh – human M-phase inducer phosphatase 2 inhibition | AID 368 | inhibition, %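 (compounds tested at 10 µM final in the well)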 | 65,000 tested, 0.1% active | recombinant Cdc25B, OMFP fluorescence Ex485/Em525; in the data active = inhibition above about 50%
Hsp90 inh – displaces geldanamycin probe from tumor Hsp90 | P07900 | NCI-N417 lysate Hsp90, Cy3B-geldanamycin FP displacement | inhibition, % at 30 µM | 64,000 tested, 0.35% active;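 active = inhibition above 50%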;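 note: 0% = tracer plus lysate wells and 100% = tracer alone without lysate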
FXIIa inh mix – factor XIIa (human) inhibition, mixture screen; P00748; purified FXIIa, fluorogenic substrate, pooled mixtures; inhibition, % at 5 µM; 62,000 tested, 0.2% active; AID 684;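 note: 0% = enzyme without compound and 100% = no enzyme blank; some results filed as inactive read as strong as hits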
MKP-1 inh – blocks human MKP-1 phosphatase activity; P28562; recombinant MKP-1, OMFP hydrolysis fluorescence; inhibition, %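 (compounds tested at a single concentration somewhere between 10 and 100 µM)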; 65,000 tested, 0.15% active;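 active = inhibition above about 50%, limit read from the data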;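 note: 0% = DMSO max control wells and 100% = wells with enzyme stopped by NaOH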
Target sequence (P28562 whole entry, looked up): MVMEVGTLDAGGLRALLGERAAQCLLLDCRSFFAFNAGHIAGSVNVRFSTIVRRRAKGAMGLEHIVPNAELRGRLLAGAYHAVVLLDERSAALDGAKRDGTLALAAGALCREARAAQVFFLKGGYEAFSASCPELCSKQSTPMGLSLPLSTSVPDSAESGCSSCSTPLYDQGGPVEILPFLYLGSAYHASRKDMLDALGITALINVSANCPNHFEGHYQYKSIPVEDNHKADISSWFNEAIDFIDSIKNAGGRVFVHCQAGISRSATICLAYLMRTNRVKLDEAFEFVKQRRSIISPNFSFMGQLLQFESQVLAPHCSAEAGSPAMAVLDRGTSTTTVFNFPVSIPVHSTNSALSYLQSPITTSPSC
* hit, by the source's call; · = no result given. Cut-off read from the data, not from the text of the source, unless noted: active = inhibition above about 20% (passing the limit was not always enough); inactive = the rest.

The line under a structure holds: JNK3 inh	A340 absorber	FXIa inh mix	MMP13 inh	AP complement	Cdc25B inh	Hsp90 inh	FXIIa inh mix	MKP-1 inh
c1ccc2[nH]c(NCCN3CCOCC3)nc2c1
→ -4	1	-4	2	-1	-3	2	-1	9
CS(=O)(=O)N(CC(=O)O)c1ccc2c(c1)OCO2
→ -14	1	0	-3	8	0	0	-3	-16
COC(=O)C1=C(C)NC(=O)CC1c1cc2c(cc1Br)OCO2 (stereo not given)
→ -8	1	3	1	16	0	5	8	6
COc1ccc(C(=O)Nc2cccnc2)cc1S(=O)(=O)N1CCOCC1
→ 2	1	3	-1	19	-17	-2	11	-2
O=C1c2oc3ccc(F)cc3c(=O)c2C(c2cccc(O)c2)N1CCCN1CCOCC1 (stereo not given)
→ -2	1.1	5	2	15	-8	0	3	-1
Cc1noc(NS(=O)(=O)c2ccc(N3Cc4ccccc4C3=O)cc2)c1C
→ ·	1.1	11	2	16	-10	·	-14	10
COc1cccc(C(=O)Nc2ccc3nc(N4CCN(c5ncccn5)CC4)cc(C)c3c2)c1OC
→ ·	1	1	-10	3	·	·	-21	·
CC(CCc1ccccc1)NC(=O)C1CCN(S(=O)(=O)c2cnc[nH]2)CC1 (stereo not given)
→ 0	0.99	2	-4	5	13	-1	-4	-6
COC(=O)Cc1csc(N)n1
→ 0	0.98	5	0	5	-4	-3	2	-1
COc1ccccc1N=Cc1nc(-c2ccccc2)oc1OC(C)=O
→ 4	1	50*	-3	-5	14	9	6	-12

More records
The line under a structure holds: JNK3 inh	A340 absorber	FXIa inh mix	MMP13 inh	AP complement	Cdc25B inh	Hsp90 inh	FXIIa inh mix	MKP-1 inh
COC(=O)c1[nH]c2c(c1C)C(=O)CCC2
→ 2	0.97	-6	0	10	-10	-1	10	13
COc1cc2c(cc1NC(=O)CN1C(=O)NC3(CCc4ccccc43)C1=O)oc1ccccc12 (stereo not given)
→ 8	1	3	-6	-14	3	-5	6	29
COc1cccc(N2CCN(Cc3nc(N)nc(Nc4ccccc4OC)n3)CC2)c1
→ -3	1	8	4	6	2	-2	3	8
CCOc1ccc(CC(=O)N2CCN(c3ccc(N4CCOCC4)nn3)CC2)cc1OCC
→ -1	1	-10	-34	-1	-10	-5	1	2
CCn1c(SCC(=O)Nc2ccc(NC(=O)c3cccs3)cc2)nnc1-c1cccnc1
→ -3	1	6	0	4	20	-3	15	10
CCCOc1ccc(C2NC(=O)NC2=O)cc1 (stereo not given)
→ 4	1	·	-1	·	6	3	·	-22
O=C(O)Cn1nc(-c2ccc(F)cc2)oc1=O
→ 3	1	-1	4	-1	-2	1	8	25
Cc1nc(SCC(=O)OCc2ccccc2)c2c(=O)n(C)c(=O)n(C)c2n1
→ 4	1.1	10	4	9	-1	-3	6	18
CCOc1nc(SCCOc2ccc(C)cc2)nc(N(C)C)n1
→ -5	0.99	13	-1	16	-1	2	0	-18
O=C(CSc1nnc(-c2ccco2)n1Cc1ccccc1)c1ccc(F)cc1
→ 3	1	8	1	22	-6	-1	3	19

Following part.
The line under a structure holds: JNK3 inh	A340 absorber	FXIa inh mix	MMP13 inh	AP complement	Cdc25B inh	Hsp90 inh	FXIIa inh mix	MKP-1 inh
O=C(O)c1cccc(-n2cnnn2)c1
→ -1	1	5	0	7	-9	-2	1	-1
COCCCNC(=O)Cn1nc(-c2ccc(C)cc2)ccc1=O
→ -4	1	7	-15	13	-4	-4	4	-3
CC1CCCN(c2ncnc3c2cnn3-c2ccc(Cl)cc2)C1 (stereo not given)
→ 0	1	0	-11	16	-5	0	-1	4
O=C(C1CCCCC1)N1CCCC(c2nc3c(nnn3Cc3ccccc3)c(=O)[nH]2)C1 (stereo not given)
→ -2	1	2	-1	1	-15	-3	4	-14
CC1(C)Cc2c(C#N)c(SCC(=O)c3ccccc3)nc(N3CCCC3)c2CO1
→ -1	1	·	-4	·	-22	-1	·	-9
CC(=O)Nc1nonc1-c1nc2ccccc2n1Cc1nnc(C)o1
→ 10	1.1	14	-22	10	-1	-3	-3	14
CCN(CC)CCCNC(=O)c1nn(-c2ccccc2OC)c(=O)c2ccccc12
→ 3	1	1	-4	11	-18	1	-11	-5
CCC(=O)Nc1cc2c(cc1C(=O)CC)OCCO2
→ ·	1.1	11	-3	1	·	·	8	·
Brc1ccc(-c2nn3c(-c4ccncc4)nnc3s2)o1
→ -7	1.1	6	-3	11	8	-3	9	2
NC(=O)C1(N2CCCCC2)CCN(S(=O)(=O)c2cc(Cl)ccc2Cl)CC1
→ -11	0.97	3	4	12	-2	0	-14	20

Next part.
The line under a structure holds: JNK3 inh	A340 absorber	FXIa inh mix	MMP13 inh	AP complement	Cdc25B inh	Hsp90 inh	FXIIa inh mix	MKP-1 inh
COc1cccc(N2CCN(S(=O)(=O)c3ccc4nc(-c5ccccc5)[nH]c4c3)CC2)c1
→ -5	1	3	2	7	12	0	10	14
COc1ccc(C(C)=O)cc1COC(=O)c1cccc(N(C)C)c1
→ 16	0.98	-1	-15	9	-12	0	-1	16
CCOC(=O)c1c(C)[nH]c(C)c1C(=O)CSc1nnc(-c2ccncc2)n1C
→ -6	1	-2	8	12	-1	-1	-6	-5
Cn1c(Cn2nnc3ccccc32)nnc1SCC(=O)N1CCc2ccccc21
→ 3	0.99	-5	2	18	-10	-2	10	19
O=C(C1CCCN1S(=O)(=O)c1cccc2cccnc12)N1CCc2ccccc2C1 (stereo not given)
→ -3	1	-2	-3	9	-10	-3	11	2
OC(CCCCN1CCCCC1)c1ccccc1 (stereo not given)
→ -3	1	4	6	7	4	0	4	15
CCOC(=O)C1C(=O)NC(SCC(=O)OC)=C(C#N)C1c1ccccc1OCC (stereo not given)
→ -1	1.1	3	-6	6	-4	1	3	12
CCOc1ccccc1NC(=O)CSc1nnc(Cn2c(=O)sc3ccccc32)n1C
→ 2	1.1	3	0	4	-11	-4	2	6
COC(=O)CC1Oc2ccc(C)cc2NC1=O (stereo not given)
→ -11	1	3	0	18	-9	0	0	2
O=C(C1CCN(S(=O)(=O)N2CCOCC2)CC1)N1CCOCC1
→ 1	0.99	5	-9	7	-6	-1	-4	8

Next section.
The line under a structure holds: JNK3 inh	A340 absorber	FXIa inh mix	MMP13 inh	AP complement	Cdc25B inh	Hsp90 inh	FXIIa inh mix	MKP-1 inh
CN(C)C(CN1C(=O)C2CC=CCC2C1=O)c1cn(C)c2ccccc12 (stereo not given)
→ -4	1	7	2	-8	-21	-3	0	-11
CN1CCCC(OC(=O)CCCCC(=O)OC2CCCN(C)C2)C1 (stereo not given)
→ 0	1	-2	-5	2	1	-6	-18	0
COc1cc(OC)cc(C(=O)N2CCC(N3CCN(c4ccccc4)CC3)CC2)c1
→ 2	1	·	5	·	2	-3	·	-19
Cc1noc(C)c1C(=O)OCC(=O)c1c[nH]c2ccccc12
→ -3	0.99	3	-6	6	-7	-4	-9	10
COc1ccc(C)cc1NC(=O)c1nc2nc(C)cc(C)n2n1
→ 1	1	10	3	14	-9	-3	5	4
O=C(CN1C(=O)COc2ccccc21)c1ccc(Cl)cc1
→ -3	0.96	0	2	17	-9	0	2	1
Cc1nc(CNS(=O)(=O)c2ccc3ccccc3c2)cs1
→ -1	1	10	-6	9	7	-3	-12	4
CC1Cc2ccccc2N1C(=O)CN1C(=O)NC(C)(c2ccc3c(c2)OCCO3)C1=O (stereo not given)
→ 1	0.98	1	-7	-2	-7	-4	8	20
O=C(O)CCCC(=O)Nc1nc2n(n1)C(c1ccc(F)cc1)CC(c1ccc(Cl)cc1)N2 (stereo not given)
→ -5	1	6	3	11	9	1	17	42
O=C(CCC(=O)OCC(F)(F)C(F)F)Nc1ccc(Cl)cc1
→ -4	1	11	-9	-9	0	0	3	7

(next part)
The line under a structure holds: JNK3 inh	A340 absorber	FXIa inh mix	MMP13 inh	AP complement	Cdc25B inh	Hsp90 inh	FXIIa inh mix	MKP-1 inh
Cc1ccc(C(=O)CSc2nnc(CNc3ccc(C)cc3C)n2Cc2ccco2)cc1
→ 1	0.99	-3	4	5	-9	-3	8	10
COC(=O)C(Nc1nccs1)(OC)C(F)(F)F (stereo not given)
→ 1	0.97	0	4	-1	-5	1	4	-1
COc1ccc(C2OC(=O)c3ccccc3S2)cc1 (stereo not given)
→ 3	1	-2	-5	12	-1	-1	1	2
COc1ccc(C2N(c3cc(Cl)ccc3OC)C(=O)C3CCCN32)cc1OC (stereo not given)
→ 5	1.1	14	-6	7	-3	-2	-1	-6
CC(=O)c1c(C)[nH]c(C(=O)NCCCN2CCCC2)c1C
→ -1	0.98	7	1	26	-11	1	0	-2
CC(=O)OC1CSc2nc3ccccc3n2C1 (stereo not given)
→ 2	0.98	7	0	1	-10	-2	2	-3
CC(=O)c1cccc(NC(=O)Nc2ccc(C(=O)N3CCCC3)cc2)c1
→ -2	1.1	5	0	4	-8	1	5	-7
CC1CCCCC1NC(=O)Cn1[nH]c(=O)c2ccccc2c1=O (stereo not given)
→ -7	1	7	-1	2	-3	-3	-15	6
COCCOC(=O)C1=C(C)NC(=O)NC1c1cccs1 (stereo not given)
→ 4	1	6	-2	16	-2	1	25	-1
Cc1ccc(N2C(=O)c3ccccc3C2(O)c2ncc[nH]2)cc1 (stereo not given)
→ 1	1.1	-14	4	-9	-6	1	-15	3

Sorted by value in Cdc25B inh (largest number first): 3 from the list above
| structure | Cdc25B inh |
| --- | --- |
| COc1ccc(C2OC(=O)c3ccccc3S2)cc1 (stereo not given) | -1 |
| COCCOC(=O)C1=C(C)NC(=O)NC1c1cccs1 (stereo not given) | -2 |
| CC(=O)c1c(C)[nH]c(C(=O)NCCCN2CCCC2)c1C | -11 |

(listing goes on)
The line under a structure holds: JNK3 inh	A340 absorber	FXIa inh mix	MMP13 inh	AP complement	Cdc25B inh	Hsp90 inh	FXIIa inh mix	MKP-1 inh
CS(=O)(=O)Nc1ccc(C(=O)NCc2ccccn2)cc1
→ 9	1	1	1	15	-7	-5	8	5
CCOc1ccc(-c2nc(CSc3nncs3)cs2)cc1OC
→ ·	1.1	8	-5	12	-1	·	6	9
Cc1cc(C)cc(OCc2nnc(SCC(=O)c3ccc(Br)cc3)o2)c1
→ 3	1	-16	-2	-3	-6	0	4	20
CCc1ccccc1OCC(=O)Nc1ccc(S(N)(=O)=O)cc1
→ 10	1	11	4	7	-4	2	1	25
C=CCNC1=C(Cl)C(=O)N(c2ccccc2Cl)C1=O
→ 5	1	4	1	14	-6	-3	4	-7
CCC1(C)CC(CC(=O)O)(c2ccccc2OC)CCO1 (stereo not given)
→ 5	1.1	6	-9	-1	-16	-4	20	8

From PubChem
